HT1080 IDH1KD tx = toxicity to HT-1080 IDH1 knockdown cells (counter line); HT-1080 IDH1 knockdown viability, ATP luminescence, 48 h; Potency, µM (titrated, usually from 46.1 µM), for the others: at the top dose activity, negative = toxicity, actives largely listed as cytotoxic; 360,000 tested, 2% active; AID 686971;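 also: potency is read from the fitted curve at half-maximal effect; 0% = DMSO wells and -100% = cell-free medium wells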
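% activity derives from luminescence (CellTiter-Glo), normalised to DMSO and no-cell wells. HT-1080-IDH1KD cells, 750/well, had 48 h compound exposure at 37 °C.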
GLP1R ag = activates the human GLP-1 receptor; 380,000 tested, 0.007% active; HEK293 GLP-1R CRE-luciferase, luminescence, 4-6 h; cells express a hypersensitive GLP-1R form; Potency, µM (series often up to 45.6 µM), inactives show at the highest dose activation, usual class: activators; also: potency is read from the fitted curve at half-maximal effect; % of control where 0% means no effect
Target sequence (P43220 whole entry, looked up): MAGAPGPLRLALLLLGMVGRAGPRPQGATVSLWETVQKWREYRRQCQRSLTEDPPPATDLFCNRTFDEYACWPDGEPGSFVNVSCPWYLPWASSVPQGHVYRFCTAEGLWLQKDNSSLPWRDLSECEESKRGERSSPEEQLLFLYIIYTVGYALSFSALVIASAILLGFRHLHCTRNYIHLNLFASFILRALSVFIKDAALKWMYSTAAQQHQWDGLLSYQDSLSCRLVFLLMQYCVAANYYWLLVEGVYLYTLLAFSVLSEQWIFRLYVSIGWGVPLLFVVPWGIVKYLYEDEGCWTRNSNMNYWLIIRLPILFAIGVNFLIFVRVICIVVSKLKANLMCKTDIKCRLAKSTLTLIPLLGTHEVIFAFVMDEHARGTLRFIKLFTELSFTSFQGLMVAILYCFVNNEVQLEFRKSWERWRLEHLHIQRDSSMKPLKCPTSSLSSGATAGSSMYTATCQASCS
D3 antag = D3 dopamine receptor (human) antagonism; AID 652054; P35462; 360,000 tested, 2.5% active; D3R cells, DiscoveRx beta-arrestin luminescence, antagonist mode; stronger effect = lower value; max response, negative = inhibition, %; in the data active = max response below about -50%; inconclusive = no clear call, values can overlap the other calls; also: % is scaled to controls: 0 for no effect and ±100 for the full control effect; mostly tested at two doses, the higher about 12 µM
Target sequence (P35462 whole entry, looked up): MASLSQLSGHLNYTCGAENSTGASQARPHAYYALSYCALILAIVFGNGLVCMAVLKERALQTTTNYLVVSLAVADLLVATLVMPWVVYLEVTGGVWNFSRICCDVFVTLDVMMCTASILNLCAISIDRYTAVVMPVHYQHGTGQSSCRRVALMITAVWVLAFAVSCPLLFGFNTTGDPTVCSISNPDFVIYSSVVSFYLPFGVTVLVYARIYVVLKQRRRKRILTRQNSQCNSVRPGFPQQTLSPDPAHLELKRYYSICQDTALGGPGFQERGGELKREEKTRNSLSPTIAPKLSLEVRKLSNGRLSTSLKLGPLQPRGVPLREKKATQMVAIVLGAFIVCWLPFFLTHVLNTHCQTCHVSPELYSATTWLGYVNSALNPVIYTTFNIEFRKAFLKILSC
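Cells plated overnight at 1500 cells/well, then exposed to library compounds with dopamine controls for 90 minutes at 37 degrees C. DiscoveRx reagent added for 30–60 minutes at room temperature; luminescence read, quantitative HTS format.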
KB-3-1 cytotox = kills parental KB-3-1 adenocarcinoma cells. KB-3-1 viability, CellTiter-Glo ATP luminescence, 72 h. Potency, µM (series often up to 46.1 µM), without a hit: at the top dose activity change, negative = cytotoxic, most hits filed as cytotoxic. 400,000 tested, 1.4% active. AID 1347075; also: potency is read from the fitted curve at half-maximal effect; % is scaled to controls: 0 for no effect and ±100 for the full control effect; nearly all actives have a fitted effect of over 60% in size
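Multi-concentration cytotoxicity screen in KB-3-1 cells grown in DMEM lacking phenol red with 10% FBS. After 72 h at 37 °C with compound, ATP-dependent luminescence was recorded.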
IL1B secr inh = inhibitors of inflammasome signaling (IL-1 beta secretion). AID 743279. THP-1 LPS/ATP IL-1B secretion, AlphaLISA, 16 h; stronger effect = lower value. activity change, % at 57.5 µM. 360,000 tested, 4.7% active; in the data active = activity change below about -50%; inconclusive = mostly about -30% to -49%; also: % is scaled to controls: 0 for no effect and ±100 for the full control effect
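Secreted IL-1B measured by AlphaLISA bead assay after 16 h compound exposure of THP-1 cells; compounds (final up to 57.5 uM) added 1 h before LPS (250 ng/mL) and ATP (1.25 mM) stimulation; lower signal means less secretion.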
DRD3 agonist = activates the human D3 dopamine receptor | 410,000 tested, 0.58% active | max activation, % | P35462 | D3R DiscoveRx beta-arrestin cells, luminescence, 90 min; in the data active = max activation above about 30%; also: 0% is about no effect; mostly tested at two doses, the higher about 12 µM
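Agonist mode: compounds and dopamine controls were applied to plated cells for 90 min at 37 degrees C after an overnight attachment at 1500 cells/well. Luminescent read-out followed 30 - 60 minutes at room temperature with DiscoveRx detection reagent.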
KB-V1 cytotox = KB-V1 MDR subline cytotoxicity. 400,000 tested, 3.4% active. KB-V1 MDR cells viability, CellTiter-Glo, 72 h. Potency, µM (doses to about 46.1 µM), for the others: at the top dose activity change, negative = cytotoxicity, hits mostly cytotoxic. AID 1347076; also: potency is read from the fitted curve at half-maximal effect; % is scaled to controls: 0 for no effect and ±100 for the full control effect; nearly all actives have a fitted effect of over 60% in size
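Following 72 h at 37 degrees C with compound, KB-V1 cell viability was read by CellTiter-Glo luminescence, medium being phenol-red-free DMEM plus 10% FBS; concentration-response parameters came from normalized, curve-fitted qHTS data.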
HT1080NT lethal = kills 2HG-producing HT-1080-NT fibrosarcoma cells; HT-1080-NT fibrosarcoma viability, CellTiter-Glo ATP luminescence, 48 h; Potency, µM (titrated, usually from 46.1 µM), inactives show top-dose activity, negative = less viability, actives largely listed as cytotoxic; 360,000 tested, 1.6% active;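 also: NT is the 2HG producing partner of a matched IDH1 knockdown line; potency is read from the fitted curve at half-maximal effect; 0% = DMSO-treated cells and -100% = media-only wells without cells; nearly all actives have a fitted effect of over 55% in size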
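Viability by CellTiter-Glo luminescence after 48 h compound exposure at 37C of HT-1080-NT cells (750/well, RPMI, 5% FBS). % activity scaled between DMSO wells and medium-only wells, then curve-fitted and categorized by curve class.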
SW480 rerep = inducers of DNA re-replication in SW480 colon cancer cells; 340,000 tested, 1.8% active; SW480 DNA re-replication, Hoechst DNA content imaging, 48 h; Potency, µM (top dose mostly 46.1 µM), without a hit: at the top dose re-replication activation, most hits filed as activators; also: potency is read from the fitted curve at half-maximal effect; % of control where 0% means no effect; nearly all actives have a fitted effect of over 55% in size
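Image-based DNA-content assay: after two days of treatment, nuclei were labelled with the DNA dye Hoechst and imaged, and hits were compounds raising the count of nuclei showing high fluorescence intensity.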
The depositor's hits bear a star; ? = inconclusive; . = no result given; [ ] = remark or other dose. Unless noted, calls follow the shape of the dose curve; as a rule, active = well fitted curve in the direction sought with a large enough effect; inconclusive = small, poorly fitted or top-dose-only effect, or another doubt; inactive = no such curve, though single readings can be large; an effect the other way counts as inactive or inconclusive. This is a random part of the collection; overall some 12% were active at least once.

compound | HT1080 IDH1KD tx | GLP1R ag | D3 antag | KB-3-1 cytotox | IL1B secr inh | DRD3 agonist | KB-V1 cytotox | HT1080NT lethal | SW480 rerep
CC(=O)NC(C)(c1ccccc1)c1nc(-c2ccc(N(C)C)cc2)cs1 (configuration not stated) | ? | 3% | 34 | -2% | -3 | 5 | -4% | 5% | .
Cc1nnc(Nc2ccc(Cl)cc2)s1 | 21% | 11% | 9 | -5% | -14 | 5 | -10% | 19% | -9%
CCCc1ccc(-c2cc(NC(=O)CSc3n[nH]c(N)n3)n(-c3ccccc3)n2)cc1 | ? | 3% | 22 | 17% | -5 | -15 | 22% | 0%[9.24 µM] | ?
O=C1CN2C(=Nc3ccc(Cl)cc3C2c2ccccc2)CN1 (configuration not stated) | -5% | -4% | -5 | 0% | ? | 3 | 11% | -2% | 2%
Cc1cc(F)ccc1S(=O)(=O)Nc1ccccc1C(=O)NC1CCN(Cc2ccccc2)CC1 | -25% | -3% | -23 | -20% | -15 | -12 | ? | -16% | 0%
CCOC(=O)c1ccc(NC(=O)CN2C(=O)C(C)SC(C)C2=O)cc1 (configuration not stated) | 0% | 2% | 4 | 0% | 4 | 1 | 23% | 5% | 1%
CC(=O)Nc1ccccc1C(=O)C(=O)Nc1ccc(F)cc1 | -10% | -14% | -16 | 15% | 7 | -8 | ? | 3% | -18%
COc1ccccc1C1N(c2cc(Cl)ccc2OC)C(=O)C2CCCN21 (configuration not stated) | 9% | 7% | -23 | 8% | 0 | -8 | 5% | 8% | -1%
O=c1c2ccccc2oc2nc(C3CCCCC3)n(Cc3ccco3)c(=O)c12 | 11% | -3% | -4 | 11% | -17 | 11 | -4% | 18% | -15%
CC(=O)Nc1cccc(Nc2cc(C)nn2C)c1 | 19% | 0% | -9 | 0% | 14 | -9 | 0% | 25% | .
CC(=O)Nc1cc(-c2ccccc2N(C)C)cn2c(-c3ccc(S(C)(=O)=O)cc3)cnc12 | -27% | 22% | 7 | 0% | -12 | 2 | -1% | -21% | .
Cc1cccc(C2=NN(c3ccc(Br)cc3)[C@@H](C(=O)N3CCOC3=O)[C@@H]2c2ccccc2)c1 | 3% | -4% | 0 | 0% | -8 | -4 | 0% | 1% | ?
CC1(C)CC2(CC(C)(C(=O)CSc3nc4ccccc4s3)OC2=O)C(=O)O1 (configuration not stated) | -1% | -19% | 19 | 2% | 13 | 6 | ? | -2% | -1%
CCc1ccc(CN/C=C/C(=O)c2ccc(Br)cc2)cc1 | 8% | 5% | -20 | -7% | 0 | -4 | 2% | 5% | -9%
COc1cccc(/C=N/NC(=O)c2cc3c(OC)cccc3[nH]2)c1OC | 15% | 5% | 3 | 6% | -20 | -6 | ? | 4% | -4%
COCCNc1nc(NCc2cnc(C)cn2)c2sccc2n1 | 10% | 18% | 23 | 0% | 0 | 0 | 6% | ? | .
N#C/C(=C\c1cc([N+](=O)[O-])c(N2CCCCC2)cc1N1CCCCC1)c1nn(-c2ccccc2)c(N)c1C#N | 1% | 45% | -29 | -3% | 28 | -9 | 7% | 2% | -3%
NNC(=O)c1nc(-c2cccc(-n3cccc3)c2)no1 | -21% | 1% | -16 | 1% | 46 | -8 | 6% | -29% | -65%[inhibitor]
O=C(CN1C(=O)C2C3C=CC(C3)C2C1=O)Nc1ccc(C(=O)O)cc1 (configuration not stated) | 6% | 3% | -19 | 5% | 7 | 10 | 21% | 11% | -5%
COCC1CCN(C(=O)c2cc(COc3ccc4c(c3)CCCC4)on2)C1 (configuration not stated) | -2% | 5% | 0 | . | -62* | 6 | . | -5% | 5%
CCn1c(Oc2ccccc2C)nc2c1c(=O)n(C)c(=O)n2C | 6% | -6% | 25 | 2% | 20 | 3 | ? | -4% | -9%
O=C(COC(=O)c1cc(S(=O)(=O)N2CCOCC2)ccc1F)NC1CCCCC1 | -2% | -6% | 1 | 13% | 7 | 4 | -26% | 1% | -22%
Cc1cc(C)c(NC(=S)NCCCSC2CCCCC2)c(C)c1 | ? | 9% | -19 | -13% | -28 | -14 | ? | -16% | 11%
CC(C(=O)NC1CCCCC1)N(Cc1ccccc1)C(=O)c1snc(C(N)=O)c1N (configuration not stated) | 1% | 11% | -9 | 23% | -17 | -17 | ? | -3% | ?
N#Cc1ccc(CCc2ccccc2)[nH]c1=O | 13% | 9% | 2 | -3% | -15 | 4 | 0% | 6% | -5%
C(=N\c1nccs1)/c1cccnc1 | 3% | 8% | 26 | 0% | 13 | 3 | ? | 3% | -1%
CC(CC(F)(F)F)N1CCC(n2nccc2NC(=O)CCCc2ccccc2)CC1 (configuration not stated) | 1% | 1% | 2 | -2% | -15 | 2 | -25% | 2% | -1%
Cc1ccc(-n2c(SCC(=O)Nc3ccc4cn[nH]c4c3)nnc2-c2ccco2)cc1 | ? | 7% | 0 | -6% | -16 | 3 | -4% | -23% | 1%
CSc1oc(-c2ccco2)nc1S(=O)(=O)c1ccc(C)cc1 | -14% | 32% | 2 | 2% | -2 | 1 | -16% | -30% | -14%
CSc1nsc(SCCN2C(=O)c3ccccc3C2=O)n1 | 2% | 1% | -15 | -4% | -2 | -5 | -15% | -2% | 12%
CC(C)NC(=O)C1C(c2ccc(C(F)(F)F)cc2)=Nc2ccccc2N1C(=O)c1cc2ccccc2[nH]1 (configuration not stated) | ? | . | 10 | -15% | 0 | 8 | -24% | -26% | .
COc1cc(OC)cc(C(=O)N[C@H](C(=O)Nc2cccc(S(=O)(=O)N3CCCC3)c2)C(C)C)c1 | -23% | 21% | 8 | -1% | -15 | -11 | 1% | -17% | ?
Cc1noc(C)c1S(=O)(=O)N(C)C[C@H]1Oc2ccc(NC(=O)NC3CCCCC3)cc2C(=O)N([C@H](C)CO)C[C@@H]1C | 5% | -3% | 3 | 7% | -9 | 2 | -1% | 28% | -5%
C/C(CC(=O)Nc1ccc(N(C)C)cc1)=N\NC(=O)c1ccccc1F | -1% | 14% | 8 | -8% | 59 | 5 | 0% | 0% | ?
Cc1ccccc1NC(=O)c1cccc2nccnc12 | 12% | -9% | 15 | 5% | -3 | 13 | ? | 6% | -5%
O=C(CN(Cc1cccs1)C(=O)CNS(=O)(=O)c1ccc(Cl)cc1)NCC1CCCO1 (configuration not stated) | 2% | 5% | 5 | -5% | 16 | 7 | 2% | 12% | -9%

The closing six compounds of the section before lead into the next.
compound | HT1080 IDH1KD tx | GLP1R ag | D3 antag | KB-3-1 cytotox | IL1B secr inh | DRD3 agonist | KB-V1 cytotox | HT1080NT lethal | SW480 rerep
CC(C)NC(=O)C1C(c2ccc(C(F)(F)F)cc2)=Nc2ccccc2N1C(=O)c1cc2ccccc2[nH]1 (configuration not stated) | ? | . | 10 | -15% | 0 | 8 | -24% | -26% | .
COc1cc(OC)cc(C(=O)N[C@H](C(=O)Nc2cccc(S(=O)(=O)N3CCCC3)c2)C(C)C)c1 | -23% | 21% | 8 | -1% | -15 | -11 | 1% | -17% | ?
Cc1noc(C)c1S(=O)(=O)N(C)C[C@H]1Oc2ccc(NC(=O)NC3CCCCC3)cc2C(=O)N([C@H](C)CO)C[C@@H]1C | 5% | -3% | 3 | 7% | -9 | 2 | -1% | 28% | -5%
C/C(CC(=O)Nc1ccc(N(C)C)cc1)=N\NC(=O)c1ccccc1F | -1% | 14% | 8 | -8% | 59 | 5 | 0% | 0% | ?
Cc1ccccc1NC(=O)c1cccc2nccnc12 | 12% | -9% | 15 | 5% | -3 | 13 | ? | 6% | -5%
O=C(CN(Cc1cccs1)C(=O)CNS(=O)(=O)c1ccc(Cl)cc1)NCC1CCCO1 (configuration not stated) | 2% | 5% | 5 | -5% | 16 | 7 | 2% | 12% | -9%
O=C(O)CSc1nc2c(c(C(F)(F)F)n1)CCc1ccccc1-2 | -7% | -1% | -14 | -4% | 11 | 3 | 6% | -6% | ?
CCOC(=O)C1=C(C)Nc2ccccc2N=C1NC(=O)c1cccc(S(=O)(=O)NCc2ccccc2)c1 | -6% | 3% | -6 | -6% | 31 | -2 | 1% | -3% | -15%
CCc1cccc(C)c1NC(=O)C1CCCN(S(C)(=O)=O)C1 (configuration not stated) | 10% | -1% | 4 | -4% | 12 | 2 | ? | 9% | 2%
COCc1cc(C)nc(SCC(=O)Nc2ccccc2N2CCOCC2)c1C#N | 8% | 16% | -9 | -1% | 11 | 1 | -13% | 22% | ?
CCCC(=O)OCC(=O)NCc1ccc(Cl)cc1 | 5% | 1% | 13 | -3% | 4 | 1 | 1% | 5% | -3%
COc1ccc(CC(=O)c2ccccc2C(=O)O)cc1 | 2% | -1% | 6 | -2% | 0 | 1 | 3% | 2% | ?
CCN(CC)C(=O)c1[nH]cnc1C(=O)Nc1ccc(OC)cc1 | -2% | -3% | 0 | ? | -22 | -11 | 12% | 2% | 1.8µM*
CC(OC(=O)c1ccco1)C(=O)Nc1ccc(C(F)(F)F)cc1 (configuration not stated) | 11% | 1% | -7 | -1% | -9 | -5 | 20% | 1% | -10%

In a second layout: entries from further up.
Screens in order: HT1080 IDH1KD tx, GLP1R ag, D3 antag, KB-3-1 cytotox, IL1B secr inh, DRD3 agonist, KB-V1 cytotox, HT1080NT lethal, SW480 rerep
- C(=N\c1nccs1)/c1cccnc1
    3%, 8%, 26, 0%, 13, 3, ?, 3%, -1%
- CCn1c(Oc2ccccc2C)nc2c1c(=O)n(C)c(=O)n2C
    6%, -6%, 25, 2%, 20, 3, ?, -4%, -9%

Screens from PubChem BioAssay.
